Screening data deposited in PubChem BioAssay by PCMD.
eIF2B yeast act: modulators of yeast eIF2B activity | S. cerevisiae eIF2B-epsilon R284H, GCN4-lacZ luminescence | inhibition, % at 25 µM (by protocol) | 27,000 compounds, 0.91% hits | AID 688;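 active = mutant luminescence inhibited past about 50% while wild type luminescence and mutant growth stay under set limits, limit read from the data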; also: some compounds called inactive have numbers as strong as hits
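Assay system: yeast eIF2B-epsilon R284H mutant carrying GCN4–beta-galactosidase fusion / Buffer or medium: YPD / Incubation: 16 h growth with compound at 30 °C, 90 min Beta-Glo step / Detection: Beta-Glo luminescence after Z-buffer lysis, growth by 595 nm absorbance / Read-out: % inhibition of reporter signal and growth versus controls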
Yeast growth tox: Inhibitors of S. cerevisiae growth, toxicity; S. cerevisiae wild-type growth, A595 turbidity, 16 h; growth inhibition, % at 25 µM (by protocol); 30,000 compounds, 0.3% hits; AID 685;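 active = mutant and wild-type yeast strains alike exhibit over 30% growth inhibition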;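 also: 0% = untreated cell controls and 100% = YPD media blanks without cells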
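system = S. cerevisiae wild-type or eIF2Bepsilon-R284H mutant strain | buffer or medium = YPD medium | dosing = one dose, 25 µM compound, 0.2% DMSO | schedule = 16 h at 30 °C | measured by = A595 turbidity | evaluation = growth inhibition (%) versus cell controls and blanks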
Yeast growth tox inhibition %: recorded beside Yeast growth tox, whose call it bears; growth inhibition, %; S. cerevisiae eIF2Bepsilon-R284H mutant growth, A595 turbidity, 16 h;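 each compound tested once at 25 µM; 0% equals untreated cells and 100% equals cell-free medium blanks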
eIF2B yeast act mutant toxicity: also measured in eIF2B yeast act; calls as there; growth inhibition, %; measured here: mutant yeast growth, toxicity;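 each compound tested once at 25 µM; zero equals untreated control growth and 100 equals blank medium absorbance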
* = called active by the depositor; x = not tested or not shown.

| # | Molecule | eIF2B yeast act | eIF2B yeast act mutant toxicity | Yeast growth tox | Yeast growth tox inhibition % |
| --- | --- | --- | --- | --- | --- |
| 1 | O=C(CN1CCC2(CC1)OCCO2)c1ccc2cc[nH]c2c1 | 20.5 | -9.7 | 6.2 | -9.7 |
| 2 | Cc1ccc(C(=O)N(Cc2ccc3c(c2)OCO3)Cc2nc3ccccc3c(=O)[nH]2)cc1 | 16.0 | 12.1 | 5.2 | 12.1 |
| 3 | CCN(C(=O)CSc1nc2ccccc2n1CCc1ccccc1)C1CCS(=O)(=O)C1 (stereo unspecified) | -52.9 | 4.8 | -13.1 | 4.8 |
| 4 | O=C(CN(C(=O)CNC(=O)c1ccco1)c1ccc(Cl)c(Cl)c1)NC1CCCCC1 | 19.2 | x | x | x |
| 5 | CCOC(=O)c1cccc(NC(=O)c2cc3sccc3n2C)c1 | 12.9 | 6.9 | 18.1 | 6.9 |
| 6 | CCSc1nnc([C@H](Cc2c[nH]c3ccccc23)NC(=O)OC(C)(C)C)o1 | -7.8 | -4.8 | -25.2 | -4.8 |
| 7 | CCOC(=O)c1[nH]c2ccc(OC)cc2c1NC(=O)CCN1CCCC(C)C1 (stereo unspecified) | -12.6 | -13.6 | -1.6 | -13.6 |
| 8 | Clc1ccc(CSc2nnc(-c3cccnc3)n2Cc2ccco2)c(Cl)c1 | 27.4 | -2.2 | 3.9 | -2.2 |
| 9 | Cc1ccc(-c2nnn(CC(=O)N(Cc3ccccc3)C(C(=O)NC(C)(C)C)c3ccncc3)n2)o1 (stereo unspecified) | 18.1 | 18.5 | 15.5 | 18.5 |
| 10 | CC(C)C(NC(=O)c1ccccc1)C(=O)NC1=NCCS1 (stereo unspecified) | 52.3* | x | 14.0 | -13.3 |
| 11 | COc1ccc(CC(=O)NCc2cccs2)cc1OC | x | x | 6.5 | 12.8 |
| 12 | CCNC(=O)c1oc2c(c1C)C(=O)CC(C)(C)C2 | 20.4 | 3.3 | 7.3 | 3.3 |
| 13 | COc1cc(S(=O)(=O)N2CCN(C(=O)c3ccccc3F)CC2)c(OC)cc1NC(C)=O | -32.5 | x | x | x |
| 14 | C=CCOC(=O)C1=C(C)NC(C)=C(C(=O)OCC=C)C1c1ccc(O)cc1 | 18.6 | -13.6 | 12.5 | -13.6 |
| 15 | CCOC(=O)c1c(C)[nH]c(C)c1C(=O)CSc1nnc(-c2ccncc2)n1Cc1ccccc1 | x | x | 4.8 | 4.3 |
| 16 | CC(C)N1C(=O)CC(Nc2ccc(N3CCOCC3)cc2)C1=O (stereo unspecified) | x | x | 2.9 | 14.5 |
| 17 | CCN1CCN(C(c2cccs2)C(C)NC(=O)c2cccc(OC)c2OC)CC1 (stereo unspecified) | 3.7 | 11.3 | 14.0 | 11.3 |
| 18 | Cc1nc2ccccn2c1/C(O)=C1\C(=O)C(=O)N(CCN2CCOCC2)C1c1cccs1 (stereo unspecified) | 19.4 | -4.8 | 6.4 | -4.8 |
| 19 | Cc1nnc2n(-c3ccc(Cl)cc3)c(=O)c3c4c(sc3n12)CN(C)CC4 | 41.3 | 25.8 | 0.0 | 25.8 |
| 20 | CCc1ccccc1N(C)C(=O)CCc1nc(-c2ccc(C)cc2)no1 | 25.8 | 15.4 | -2.2 | 15.4 |
| 21 | Cc1ccc(C(=O)/C=C/Nc2ccccc2C(N)=O)o1 | 13.2 | 5.2 | 20.8 | 5.2 |
| 22 | COCCNC(=O)c1ccc(N2CCCCC2)c(NS(=O)(=O)c2ccc(C)cc2)c1 | 25.9 | -6.9 | -2.5 | -6.9 |
| 23 | COc1ccc(OCCCc2c(C)n[nH]c2C)cc1 | 11.9 | 27.5 | 36.1 | 27.5 |
| 24 | O=C(NC1CCN(Cc2ccccc2)CC1)C1CCN(S(=O)(=O)c2cccc3nsnc23)CC1 | 16.2 | x | -11.1 | 0.0 |
| 25 | COc1ccc(NC(=O)CSc2nccn2-c2cccc(OC)c2)cc1 | 4.0 | -3.3 | 7.5 | -3.3 |
| 26 | O=C(COC(=O)c1ccc(=O)n(Cc2ccccc2)n1)Nc1ccc2c(c1)OCCO2 | 17.2 | x | 1.6 | 0.0 |
| 27 | CCOC(=O)c1nc(S(C)(=O)=O)ncc1N1CCOCC1 | -11.8 | -3.2 | 0.0 | -3.2 |
| 28 | Cc1cc(OCCCCN2C(=O)NC(C)(C)C2=O)cc(C)c1Cl | 19.3 | 24.3 | 28.1 | 24.3 |
| 29 | Cc1cc(=O)[nH]c(SCC(=O)c2ccccc2)c1C#N | 44.3 | 6.7 | -0.6 | 6.7 |
| 30 | COc1cc(C(=S)N(C)C)ccc1O | -16.4 | 11.5 | 6.3 | 11.5 |
| 31 | CC(C)(O)C#CC#CCN1CCOCC1 | 18.8 | 12.1 | 0.6 | 12.1 |
| 32 | O=C(O)c1ccc(Cn2cc(Cl)cn2)cc1 | 19.3 | 10.3 | 11.3 | 10.3 |
| 33 | CCS(=O)(=O)n1nc(-c2ccc(C)cc2)nc1N | 6.5 | 3.5 | 22.3 | 3.5 |
| 34 | Cc1ccc2cc(C)c(N3CCN(c4ccccn4)CC3)nc2c1 | -25.9 | 15.0 | -13.9 | 15.0 |
| 35 | CC(C)CN(C(=O)COC(=O)CCc1c[nH]c2ccccc12)C1CCS(=O)(=O)C1 (stereo unspecified) | 14.9 | 10.7 | 17.3 | 10.7 |
| 36 | C=C(C)C1CC=C(C)/C(=N/NC(=O)COc2cccc(C)c2)C1 (stereo unspecified) | 13.2 | x | 15.8 | 0.0 |
| 37 | CCN(CC)c1ccc(-c2nc3cnccn3c2NC2CCCC2)cc1 | 25.2 | -18.2 | 2.1 | -18.2 |
| 38 | Cc1cc(C)c(C#N)c(N2CCCC(C(N)=O)C2)n1 (stereo unspecified) | 20.5 | 14.3 | -9.1 | 14.3 |
| 39 | CCn1c(SCC(=O)Nc2ccc3c(c2)OCCO3)nnc1-c1ccccn1 | 3.1 | 4.3 | 10.0 | 4.3 |
| 40 | COc1cc(C(=O)Oc2cc(C)cc(C)c2)cc(OC)c1OC | 46.3 | -31.0 | -36.2 | -31.0 |
| 41 | CCOC(=O)c1cc2c(=O)n3ccccc3nc2n(C(C)C)c1=NC(=O)c1ccncc1 | 23.7 | 15.4 | 9.0 | 15.4 |
| 42 | Nc1nonc1-c1nc2ccccc2n1CC(=O)N1CCCCC1 | -34.6 | -3.5 | -7.1 | -3.5 |
| 43 | COCC(=O)Nc1ccc(C(C)C)cc1 | 20.9 | 17.6 | 33.7 | 17.6 |
| 44 | CC(C)CC(=O)N1CCN(S(=O)(=O)c2ccc3ccccc3c2)CC1 | x | x | 10.3 | 15.2 |
| 45 | O=C(Nc1cccc(Cl)c1)N(CCN1CCOCC1)Cc1cccc(Cl)c1 | -14.4 | -19.1 | 0.0 | -19.1 |
| 46 | O=C(O)C1CCCCC1C(=O)Nc1ccccc1Nc1ccccc1 (stereo unspecified) | 30.0 | 8.1 | 5.4 | 8.1 |
| 47 | C=CCN(C(=O)CCC(=O)Nc1cc(C)on1)C(C(=O)NC(C)(C)C)c1cccc(OC)c1OC (stereo unspecified) | 13.8 | -10.5 | -8.4 | -10.5 |
| 48 | Cc1nnc(SC(C)C(=O)N2CCc3ccccc32)s1 (stereo unspecified) | 15.2 | -4.8 | 32.4 | -4.8 |
| 49 | CC1=C(C)C(=O)N(c2ccc(C(=O)O)cc2)C1=O | 16.4 | 16.0 | 18.9 | 16.0 |
| 50 | Cc1ccc(S(=O)(=O)N2CCCC(C(=O)NCC3COCCO3)C2)cc1 (stereo unspecified) | -4.3 | -11.1 | 0.0 | -11.1 |
| 51 | CCc1cccc(NC(=O)CSCc2cc(=O)[nH][nH]2)c1 | x | x | 2.3 | 2.6 |
| 52 | COc1ccc(-c2c(C#N)c(SCC(N)=O)nc3c2CCCC3)cc1 | 26.3 | -32.8 | -22.8 | -32.8 |

An excerpt from above in order of formula weight, descending:
| # | Molecule | eIF2B yeast act | eIF2B yeast act mutant toxicity | Yeast growth tox | Yeast growth tox inhibition % |
| --- | --- | --- | --- | --- | --- |
| 50 | Cc1ccc(S(=O)(=O)N2CCCC(C(=O)NCC3COCCO3)C2)cc1 (stereo unspecified) | -4.3 | -11.1 | 0.0 | -11.1 |
| 51 | CCc1cccc(NC(=O)CSCc2cc(=O)[nH][nH]2)c1 | x | x | 2.3 | 2.6 |
| 49 | CC1=C(C)C(=O)N(c2ccc(C(=O)O)cc2)C1=O | 16.4 | 16.0 | 18.9 | 16.0 |

19 neighbouring entries out of the list so far:
| # | Molecule | eIF2B yeast act | eIF2B yeast act mutant toxicity | Yeast growth tox | Yeast growth tox inhibition % |
| --- | --- | --- | --- | --- | --- |
| 34 | Cc1ccc2cc(C)c(N3CCN(c4ccccn4)CC3)nc2c1 | -25.9 | 15.0 | -13.9 | 15.0 |
| 35 | CC(C)CN(C(=O)COC(=O)CCc1c[nH]c2ccccc12)C1CCS(=O)(=O)C1 (stereo unspecified) | 14.9 | 10.7 | 17.3 | 10.7 |
| 36 | C=C(C)C1CC=C(C)/C(=N/NC(=O)COc2cccc(C)c2)C1 (stereo unspecified) | 13.2 | x | 15.8 | 0.0 |
| 37 | CCN(CC)c1ccc(-c2nc3cnccn3c2NC2CCCC2)cc1 | 25.2 | -18.2 | 2.1 | -18.2 |
| 38 | Cc1cc(C)c(C#N)c(N2CCCC(C(N)=O)C2)n1 (stereo unspecified) | 20.5 | 14.3 | -9.1 | 14.3 |
| 39 | CCn1c(SCC(=O)Nc2ccc3c(c2)OCCO3)nnc1-c1ccccn1 | 3.1 | 4.3 | 10.0 | 4.3 |
| 40 | COc1cc(C(=O)Oc2cc(C)cc(C)c2)cc(OC)c1OC | 46.3 | -31.0 | -36.2 | -31.0 |
| 41 | CCOC(=O)c1cc2c(=O)n3ccccc3nc2n(C(C)C)c1=NC(=O)c1ccncc1 | 23.7 | 15.4 | 9.0 | 15.4 |
| 42 | Nc1nonc1-c1nc2ccccc2n1CC(=O)N1CCCCC1 | -34.6 | -3.5 | -7.1 | -3.5 |
| 43 | COCC(=O)Nc1ccc(C(C)C)cc1 | 20.9 | 17.6 | 33.7 | 17.6 |
| 44 | CC(C)CC(=O)N1CCN(S(=O)(=O)c2ccc3ccccc3c2)CC1 | x | x | 10.3 | 15.2 |
| 45 | O=C(Nc1cccc(Cl)c1)N(CCN1CCOCC1)Cc1cccc(Cl)c1 | -14.4 | -19.1 | 0.0 | -19.1 |
| 46 | O=C(O)C1CCCCC1C(=O)Nc1ccccc1Nc1ccccc1 (stereo unspecified) | 30.0 | 8.1 | 5.4 | 8.1 |
| 47 | C=CCN(C(=O)CCC(=O)Nc1cc(C)on1)C(C(=O)NC(C)(C)C)c1cccc(OC)c1OC (stereo unspecified) | 13.8 | -10.5 | -8.4 | -10.5 |
| 48 | Cc1nnc(SC(C)C(=O)N2CCc3ccccc32)s1 (stereo unspecified) | 15.2 | -4.8 | 32.4 | -4.8 |
| 49 | CC1=C(C)C(=O)N(c2ccc(C(=O)O)cc2)C1=O | 16.4 | 16.0 | 18.9 | 16.0 |
| 50 | Cc1ccc(S(=O)(=O)N2CCCC(C(=O)NCC3COCCO3)C2)cc1 (stereo unspecified) | -4.3 | -11.1 | 0.0 | -11.1 |
| 51 | CCc1cccc(NC(=O)CSCc2cc(=O)[nH][nH]2)c1 | x | x | 2.3 | 2.6 |
| 52 | COc1ccc(-c2c(C#N)c(SCC(N)=O)nc3c2CCCC3)cc1 | 26.3 | -32.8 | -22.8 | -32.8 |

A portion of the library (hit frequency here may not be typical).
